# BoNT A protease – blocks Botulinum neurotoxin A light chain protease; multiplex microsphere protease substrate cleavage, flow cytometry; inhibition, % at 10 µM; 360,000 tested, 0.17% active; AID 588499; note: plate controls were buffer without enzyme for full effect and enzyme alone for no effect
# Mtb BioA inh – blocks M. tuberculosis BioA enzyme activity; purified M. tuberculosis BioA enzyme, plate reader; inhibition, % at 9.99 µM; 360,000 tested, 0.096% active; AID 602481; in the data active = inhibition above about 40%; inconclusive = no clear call, values can overlap the other calls
# FadD28 FP inh – blocks FadD28 binding to the bisubstrate probe. fluorescence polarization. inhibition, % at 12.5 µM. 360,000 tested, 0.22% active. AID 588549; in the data active = inhibition above about 8.5%, passing the limit was not always enough; inconclusive = no clear call, values can overlap the other calls
# Mtb UGM inh – blocks M. tuberculosis UGM enzyme | P9WIQ1 | purified UGM, fluorescence polarization probe displacement | inhibition, % at 10 µM | 320,000 tested, 0.06% active | AID 504406; in the data active = inhibition above about 10%, passing the limit was not always enough; inconclusive = no clear call, values can overlap the other calls
# Target sequence (P9WIQ1 whole entry, looked up): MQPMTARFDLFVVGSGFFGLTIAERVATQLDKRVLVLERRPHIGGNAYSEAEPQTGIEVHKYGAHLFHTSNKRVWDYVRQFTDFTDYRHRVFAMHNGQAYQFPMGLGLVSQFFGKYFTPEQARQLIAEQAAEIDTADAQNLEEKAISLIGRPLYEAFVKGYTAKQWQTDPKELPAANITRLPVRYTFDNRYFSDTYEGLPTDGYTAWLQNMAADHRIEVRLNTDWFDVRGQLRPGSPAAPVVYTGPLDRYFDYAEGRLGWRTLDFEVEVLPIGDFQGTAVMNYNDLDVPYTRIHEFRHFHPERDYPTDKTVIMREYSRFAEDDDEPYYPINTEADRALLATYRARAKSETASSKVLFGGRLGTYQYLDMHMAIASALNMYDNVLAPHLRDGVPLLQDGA
# PfHsp40 yeast – restores yeast growth despite PfHsp40 toxicity; S. cerevisiae expressing PfHsp40, growth rescue, ATP luminescence; growth rescue, % at 12.5 µM; 340,000 tested, 0.68% active; AID 504582; in the data active = growth rescue above about 28%, passing the limit was not always enough; inconclusive = no clear call, values can overlap the other calls;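 note: yeast W303a lacking pdr1 and pdr3 grown in galactose medium; growth measured after three days at 30 °C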
# FBA Mtb inh – inhibits M. tuberculosis FBA enzyme. P9WQA3. purified M. tuberculosis FBA, fluorescence read-out. inhibition, % at 1 µM. 360,000 tested, 2.3% active; in the data active = inhibition above about 27%;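 note: 0% = vehicle and 100% = reference inhibitor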
# Target sequence (P9WQA3 whole entry, looked up): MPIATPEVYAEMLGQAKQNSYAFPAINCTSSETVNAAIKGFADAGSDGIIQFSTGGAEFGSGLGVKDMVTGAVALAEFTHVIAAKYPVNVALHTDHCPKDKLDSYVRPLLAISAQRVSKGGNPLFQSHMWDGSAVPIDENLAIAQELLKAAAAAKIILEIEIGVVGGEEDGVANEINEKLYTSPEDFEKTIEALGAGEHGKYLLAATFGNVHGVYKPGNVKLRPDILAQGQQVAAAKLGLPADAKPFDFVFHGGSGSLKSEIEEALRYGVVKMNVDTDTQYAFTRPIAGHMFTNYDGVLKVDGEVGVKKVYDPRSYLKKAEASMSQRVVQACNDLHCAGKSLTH
# GDH-TPI counter – inhibits GDH-TPI coupling enzymes, artifact for Mtb FBA screen. 360,000 tested, 1.2% active. inhibition, % at 4.8 µM. GDH-TPI coupled enzyme counterscreen, NADH absorbance; in the data active = inhibition above about 30%;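 note: 0% = DMSO wells and 100% = wells lacking the enzyme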
# BoNT F protease – inhibitors of Botulinum neurotoxin F light chain protease. Multiplex microsphere protease cleavage assay, flow cytometry. AID 588497. inhibition, % at 10 µM. 360,000 tested, 0.22% active; in the data active = inhibition above about 35%, passing the limit was not always enough; inconclusive = no clear call, values can overlap the other calls; note: plate controls were buffer without enzyme for full effect and enzyme alone for no effect
# Anthrax LF prot – blocks Bacillus anthracis lethal factor protease. P15917. multiplex microsphere protease cleavage assay, LF. inhibition, % at 10 µM. 360,000 tested, 0.12% active. AID 588501; note: plate controls were buffer without enzyme for full effect and enzyme alone for no effect
# Starred values were filed as active, the others as inactive; ? = inconclusive; / = not tested or not shown. Cut-off read from the data, not from the text of the source, unless noted: active = inhibition above about 30%; inconclusive = no clear call, values can overlap the other calls; inactive = below that.
SMILES,BoNT A protease,Mtb BioA inh,FadD28 FP inh,Mtb UGM inh,PfHsp40 yeast,FBA Mtb inh,GDH-TPI counter,BoNT F protease,Anthrax LF prot
COCCN(C(=O)CSc1nc2ccccc2c(=O)n1CC(C)C)c1c(N)n(Cc2ccccc2)c(=O)[nH]c1=O,-0.1,-0.4,-13,-1.3,1.1,-6,-11,-1,3
CC(=O)Oc1ccc(C(=O)Nc2ccc(C3(C#N)CCCC3)cc2)cc1,/,-1.1,-1.0,-1.1,-0.7,3,16,/,/
COc1ccc(C)cc1NC(=O)CSc1nnc(-c2ccco2)n1N,2.1,-3.5,-2.3,-1.3,-1.0,1,1,3,-1
CCCN(CC(=O)Nc1cc(Cl)ccc1Cl)C(=O)c1ccc(N2CCCC2=O)cc1,/,0.2,-2.3,-0.9,2.1,-1,-1,/,/
NC(=O)CNC(=O)[C@@H]1CC2(CC(c3cccc(Br)c3)=NO2)CN1C(=O)c1ccc(Br)cc1 (some centres not stated),-0.1,4.9,-0.5,3.1,-1.5,-2,-2,7,-3
COc1ccc(-c2[nH]c(-c3ccc(C)cc3)nc2SCC(=O)NCc2ccco2)cc1OC,0.3,-1.2,0.8,1.5,0.3,5,5,-9,5
CCOC(=O)/C=C/C(=O)OCC(=O)NC(c1ccccc1)c1ccccc1,0.4,-1.0,-3.3,-1.5,-0.9,2,6,4,1
COc1ccc(N2CCN(C(=O)c3cc4cc(Cl)ccc4[nH]3)CC2)cc1,-0.6,-0.7,0.4,-0.7,-1.8,3,-1,3,7
O=C(/C=C/c1ccccc1Cl)Nc1ccc(Cl)cn1,-0.5,/,-1.1,-1.1,-1.8,2,-3,-1,1
O=C(Nc1ncc(C(F)(F)F)cc1Cl)c1ccc(S(=O)(=O)N2CCOCC2)cc1,-1.0,-2.3,-1.8,-0.3,-0.3,4,6,-2,-3
Cc1c(NC(=O)Nc2ccccc2)cccc1[N+](=O)[O-],-0.6,0.0,-2.6,1.5,0.8,-1,7,-1,-2
CN(Cc1ccccc1)C(=O)c1ccc(Nc2nc(CN)cs2)nc1,-0.6,-0.3,-1.8,/,/,2,4,-9,-7
O=C(Nc1ccnn1C1CCN(CC(O)CO)CC1)C1CCCC1 (configuration not stated),-1.9,-0.6,-0.5,-2.3,1.9,2,-2,1,2
Nc1[nH]c(=O)[nH]c(=O)c1N=Cc1ccccc1,0.0,/,-1.3,/,-0.4,43*,7,-1,-6
CCOC(=O)C1CCCN(S(=O)(=O)Cc2ccc(Cl)cc2)C1 (configuration not stated),2.3,-1.5,-4.3,-2.5,0.0,1,-3,15,-5
O=C(CSc1nnc2ccc(-c3ccc(F)cc3)nn12)NCC1CCCO1 (configuration not stated),1.5,/,-1.0,-1.4,-0.5,15,1,-2,3
CN1CC(C(=O)c2ccc(F)cc2)C(c2c(F)cccc2Cl)C1 (configuration not stated),-1.8,/,-3.0,0.5,-0.4,2,6,-5,-4
CC(C)COC(=O)N1CCCC(c2cc(C(=O)Nc3ccccc3Cl)no2)C1 (configuration not stated),0.1,-0.7,-3.5,/,/,-3,5,1,-4
Fc1ccccc1CCNCc1ccccc1,-0.2,-0.1,-2.7,0.2,2.1,2,-6,-5,-2
CC1=C(C(=O)OCc2ccc3c(c2)OCO3)C(c2ccccc2OCc2ccccc2)NC(=O)N1 (configuration not stated),-0.7,/,-4.9,-2.0,0.7,-4,-10,-2,-3
COc1ccc(CNC(=O)CCC(=O)Nc2nnc(C(C)C)s2)cc1,-1.0,/,-1.3,-1.3,-1.2,-1,6,?,1
O=C(Cc1c(Cl)cccc1Cl)OCC(=O)c1ccc[nH]1,-0.6,-0.9,-3.5,/,/,-3,7,-3,-4
O=C(NCc1ccncc1)c1cc(C(=O)C2CC2)c[nH]1,0.0,/,-2.4,3.4,0.5,5,-3,2,-8
COCCn1c(SCC(=O)Nc2ccccc2F)nnc1-c1ccoc1C,1.2,-0.6,-0.5,-0.8,-2.0,-1,3,-5,0
Cc1nn(CC(=O)OCC(=O)Nc2ccccc2[N+](=O)[O-])c(C)c1[N+](=O)[O-],-0.5,0.7,-0.7,-0.3,0.6,2,-2,4,0
COC(=O)c1[nH]c2cccc(OC)c2c1NC(=O)CN1CC(C)OC(C)C1 (configuration not stated),-0.1,-1.2,0.0,2.8,0.2,11,-2,-6,-7
CCOCCCNC(=O)c1ccc(CS(=O)(=O)Cc2ccccc2F)o1,0.7,-0.5,0.8,-0.3,-1.6,6,11,-8,-2
CCNC(=O)NC(=O)C(C)OC(=O)c1ccc(SC)cc1OC (configuration not stated),-1.4,/,-2.3,-1.7,1.4,2,-5,-4,-1
O=C(Nc1scc(-c2ccc(F)cc2)c1C(=O)O)c1ccco1,-0.6,-1.3,2.5,0.6,20,0,22,-14,-8
O=C(NC1C=CS(=O)(=O)C1)c1ccccc1 (configuration not stated),0.2,/,-1.2,1.2,-1.9,1,6,-5,-3
Cc1cc(NS(=O)(=O)c2ccc(NC(=O)Nc3ccc4c(c3)OCO4)cc2)no1,?,/,2.2,1.7,-0.1,0,7,-2,0
O=C(NCC1CCCO1)c1ccccc1-c1nc(-c2ccccc2Cl)no1 (configuration not stated),0.6,/,-2.3,0.4,-0.5,0,10,-9,-7
O=C(CCCO)c1ccc2c(c1)OCCO2,-0.1,0.2,-1.1,2.1,-0.6,3,9,-2,-3
O=C(Nc1ncn[nH]1)c1cccc(S(=O)(=O)N2CCOCC2)c1,0.8,/,-4.2,-1.3,-0.2,-3,0,2,-4
CCC(Sc1ccc(C(=O)O)cc1)C(=O)O (configuration not stated),-0.9,-3.4,-2.0,-0.4,0.7,-7,14,-17,2
Cn1nc(C(=O)NCc2ccccc2)c2ccccc2c1=O,-0.1,-2.0,-4.8,-1.0,0.5,1,-4,-2,2
CCOc1ccc(NC(=O)c2ccccc2NC(=O)CN2CCN(C(C)=O)CC2)cc1,0.0,6.3,-2.6,2.4,5.3,-2,-8,-3,-5
CCOCCCNC(=O)C(c1ccc(Cl)cc1)N1CCN(C(=O)c2ccco2)CC1 (configuration not stated),1.5,1.6,-1.4,0.1,-0.8,3,0,0,-2
Cc1ccc(-c2csc(NC(=O)c3ccco3)n2)cc1C,-3.1,1.6,-5.7,-0.2,0.0,-1,14,5,12
Cc1cc2c(C(C)C)c(O)c(O)c(C=O)c2c(O)c1-c1c(C)cc2c(C(C)C)c(O)c(O)c(C=O)c2c1O,0.4,3.7,51*,/,/,-6,18,4,4
COc1ccccc1CCNC(=O)CSc1nc(=O)[nH]c2c1CCC2,-2.8,1.1,-4.6,-2.8,-0.3,-2,-2,-15,2
OCc1ccccc1-c1ccc2nccn2c1,1.6,-1.8,-1.4,/,/,13,16,3,1
Cc1ccc(-n2c(C)cc(C)c(C#N)c2=O)cc1,-0.8,2.5,-1.2,0.3,-0.6,3,26,0,4
Cc1cc(-c2nnc(CCC(=O)N(C)C(C)c3cccs3)o2)no1 (configuration not stated),-0.7,/,0.1,-0.6,4.0,3,5,-17,5
CCCCC(C(=O)O)C(C)CC(=O)Nc1nncs1 (configuration not stated),-0.1,-1.5,-3.0,1.2,-1.5,-2,6,-4,-6
O=C1NC(=O)C(c2ccccc2)(c2ccc(O)cc2)N1 (configuration not stated),-0.4,0.2,-2.8,-0.5,-1.0,-1,7,1,0
O=C(N/N=C/C(Cl)=C/c1ccc([N+](=O)[O-])cc1)C(=O)Nc1ccc(C(=O)O)cc1,1.4,/,-0.6,1.1,85*,1,26,15,-5
CCc1ccc(CN(C)C(=O)CC2C(=O)NCCN2Cc2ccoc2)cc1 (configuration not stated),-0.5,/,-1.2,1.3,-0.3,-1,7,0,-3
COC(=O)c1sccc1OC(C)C(C)=O (configuration not stated),/,/,0.1,-0.8,-1.6,2,5,/,/
O=C(NCc1ccccc1Cl)C1CCN(c2cnccn2)CC1,0.9,/,-0.6,3.3,-1.6,1,1,7,1

# Additional records:
SMILES,BoNT A protease,Mtb BioA inh,FadD28 FP inh,Mtb UGM inh,PfHsp40 yeast,FBA Mtb inh,GDH-TPI counter,BoNT F protease,Anthrax LF prot
COc1ccc(S(=O)(=O)Oc2ccc3ccccc3c2)cc1,-0.3,/,-0.6,0.0,2.9,-2,8,-6,-1
COC(=O)Cn1c(=NC(=O)C2CC2)sc2c(C)cc(C)cc21,-0.3,-0.7,-0.9,-0.1,1.1,-2,5,-8,-10
O=C(NCCc1ccccc1)C(=O)NCC(c1ccco1)N1CCOCC1 (configuration not stated),-1.1,-1.1,-1.9,-1.1,1.4,1,10,4,5
COc1ccc(-c2csc(NC(=O)Cc3ccccc3F)n2)cc1OC,1.7,2.0,-2.6,1.8,0.0,-2,-3,2,-1
COCCN1C(=O)C(O)=C(C(=O)c2cccs2)C1c1ccccc1 (configuration not stated),-0.3,-1.5,0.1,3.8,1.8,-3,14,3,-4
CC1CCN(CC(C)OC(=O)c2ccc3c(c2)OCCO3)CC1 (configuration not stated),-0.2,-0.6,1.0,1.6,0.0,4,9,-4,8
CCN(CC(=O)Nc1ccc(NC(C)=O)cc1)C(=O)c1cccc(Oc2ccccc2)c1,/,-0.8,-6.6,-3.4,15,-1,-10,/,/
O=c1c2ccccc2c(=O)n(-c2ccccc2)n1CCCCBr,-1.0,12,-0.9,6.9,/,2,6,?,-6
Cc1csc(=O)n1CCC(=O)OCC(=O)Nc1cc([N+](=O)[O-])ccc1Cl,3.1,1.0,1.0,3.5,-1.8,3,8,6,-4
CCN(CC(=O)Nc1ccccc1C(=O)OC)S(=O)(=O)c1ccccc1,?,1.3,-1.5,-2.0,-0.8,10,7,-9,-6

# Seven records drawn at random from those above:
SMILES,BoNT A protease,Mtb BioA inh,FadD28 FP inh,Mtb UGM inh,PfHsp40 yeast,FBA Mtb inh,GDH-TPI counter,BoNT F protease,Anthrax LF prot
CCN(CC(=O)Nc1ccccc1C(=O)OC)S(=O)(=O)c1ccccc1,?,1.3,-1.5,-2.0,-0.8,10,7,-9,-6
CCN(CC(=O)Nc1ccc(NC(C)=O)cc1)C(=O)c1cccc(Oc2ccccc2)c1,/,-0.8,-6.6,-3.4,15,-1,-10,/,/
Cc1csc(=O)n1CCC(=O)OCC(=O)Nc1cc([N+](=O)[O-])ccc1Cl,3.1,1.0,1.0,3.5,-1.8,3,8,6,-4
CC1CCN(CC(C)OC(=O)c2ccc3c(c2)OCCO3)CC1 (configuration not stated),-0.2,-0.6,1.0,1.6,0.0,4,9,-4,8
COc1ccc(S(=O)(=O)Oc2ccc3ccccc3c2)cc1,-0.3,/,-0.6,0.0,2.9,-2,8,-6,-1
COC(=O)Cn1c(=NC(=O)C2CC2)sc2c(C)cc(C)cc21,-0.3,-0.7,-0.9,-0.1,1.1,-2,5,-8,-10
O=c1c2ccccc2c(=O)n(-c2ccccc2)n1CCCCBr,-1.0,12,-0.9,6.9,/,2,6,?,-6

# (continued)
SMILES,BoNT A protease,Mtb BioA inh,FadD28 FP inh,Mtb UGM inh,PfHsp40 yeast,FBA Mtb inh,GDH-TPI counter,BoNT F protease,Anthrax LF prot
C=CCN1C(=O)C(CC(=O)Nc2ccccc2)S/C1=N/c1nccs1 (configuration not stated),?,/,0.0,-2.1,-0.6,-1,1,?,-9
O=C(CCn1nnc2ccccc21)Nc1nnc(Cc2ccc(F)cc2)s1,?,0.9,1.0,1.5,0.5,-2,11,-4,?
CCCCn1c(N)c(N(CCOC)C(=O)c2cc3c(s2)CCC3)c(=O)[nH]c1=O,3.7,12,-0.2,4.5,-1.2,0,4,-26,-3
Cc1nnc(SCC(=O)N2CCN(c3ccccc3)CC2)n1C1CC1,/,0.9,0.2,-2.9,-0.3,1,-3,/,/
CCCCn1c(N)c(N(Cc2ccccc2OC)C(=O)COc2cc(C)ccc2Cl)c(=O)[nH]c1=O,1.3,/,-2.0,1.1,/,1,3,?,?
COC(=O)C1C(C(=O)O)C2(Cl)C(Cl)=C(Cl)C1(Cl)C2(Cl)Cl (configuration not stated),-0.2,3.6,2.8,/,0.4,0,-1,-3,-10
C#CCN(C[C@H]1[C@H](OC(=O)NC2CCCC2)[C@H](OC(=O)NC2CCCC2)C[C@H]2C(=O)N(c3ccccc3)C(=O)[C@@H]12)S(=O)(=O)c1ccc(C)cc1,-0.3,-2.7,-2.4,/,/,-2,15,1,5
O=C1CN(C(=O)CNCc2ccccc2Cl)c2ccccc2N1,-0.1,0.0,-2.0,-3.2,-1.6,1,3,5,-2

# Screens: PubChem, several laboratories
